ATG4B inh – blocks human ATG4B protease cleavage of LC3 substrate; Q9Y4P1; ATG4B cleavage of LC3-PLA2, NBD-HPC fluorescence, 1 h; inhibition, % at 8.33 µM; 340,000 compounds, 0.51% hits; AID 504462; in the data active means inhibition above about 40%
Target sequence (Q9Y4P1 whole entry, looked up): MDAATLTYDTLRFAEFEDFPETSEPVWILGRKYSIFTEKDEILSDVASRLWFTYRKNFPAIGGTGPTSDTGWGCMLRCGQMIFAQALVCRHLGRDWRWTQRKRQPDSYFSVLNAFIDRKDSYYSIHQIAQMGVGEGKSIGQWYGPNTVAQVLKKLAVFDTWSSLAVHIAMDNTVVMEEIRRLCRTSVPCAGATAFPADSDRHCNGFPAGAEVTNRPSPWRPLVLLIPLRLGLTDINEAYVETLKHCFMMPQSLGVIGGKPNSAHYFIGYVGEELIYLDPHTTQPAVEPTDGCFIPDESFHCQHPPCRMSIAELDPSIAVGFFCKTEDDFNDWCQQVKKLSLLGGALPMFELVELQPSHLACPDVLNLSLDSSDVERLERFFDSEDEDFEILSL
CCR6 antag – CCR6 (human) receptor antagonism. inhibition, % at 20 µM. CHO-K1 CCR6 PathHunter beta-arrestin, luminescence, CCL20-stimulated. 340,000 compounds, 0.49% hits. P51684;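 active means compounds whose inhibition of the agonist-driven luminescence signal at 20 µM reaches about 50%, limit read from the data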;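 further: cells stimulated with CCL20 at 14 nM final; plate controls were DMSO with CCL20 for no effect and DMSO without agonist for full effect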
Target sequence (P51684 whole entry, looked up): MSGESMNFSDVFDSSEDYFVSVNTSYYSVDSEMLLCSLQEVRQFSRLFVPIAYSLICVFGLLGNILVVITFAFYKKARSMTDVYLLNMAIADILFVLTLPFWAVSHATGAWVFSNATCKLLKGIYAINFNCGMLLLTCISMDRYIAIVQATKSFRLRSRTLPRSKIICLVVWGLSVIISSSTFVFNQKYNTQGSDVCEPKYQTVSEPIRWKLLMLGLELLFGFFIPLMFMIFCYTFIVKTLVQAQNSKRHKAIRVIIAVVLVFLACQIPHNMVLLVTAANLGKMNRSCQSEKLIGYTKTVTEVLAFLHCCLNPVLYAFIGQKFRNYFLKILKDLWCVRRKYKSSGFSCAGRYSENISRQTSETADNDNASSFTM
APJ agonist – agonists of human APJ apelin receptor. activation, % at 20 µM. 330,000 compounds, 0.11% hits. CHO-K1 APJ PathHunter beta-arrestin, luminescence; 0% DMSO wells, 100% apelin. P35414;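 active means activation more than six SD over the plate average, tested at 20 µM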;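 further: 0% = DMSO alone and 100% = apelin-13 at 10 nM; some results filed as inactive read as strong as hits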
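Test system – PathHunter CHO-K1 APJ (AGTRL-1) beta-arrestin reporter cells · Input – 1000 cells/well · Compound – single test compound dose, 20 µM final, 1% DMSO · Times – compound stimulation 90 min at 25 °C, detection 60 min · Technique – beta-gal luminescence · Read-out basis – APJ–arrestin association signal · Control set – negative DMSO alone, positive Apelin-13 at 10 nM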
EBI2 block – EBI2 (human) antagonism. P32249. EBI2 beta-arrestin recruitment, luminescence, 7a,25-OHC stimulated. inhibition, % at 5 µM. 360,000 compounds, 0.81% hits; in the data active means inhibition above about 38%;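 further: enzyme fragment complementation signal reports receptor beta-arrestin coupling in cells; 0% = agonist plus DMSO wells and 100% = wells without agonist; some results beyond the cut were filed as inactive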
UBC13 inh – blocks human UBC13 polyubiquitin chain formation | P61088 | TR-FRET | inhibition, % at 20 µM | 330,000 compounds, 0.47% hits | AID 485273; in the data active means inhibition above about 45%, passing the limit was not always enough
APJ antagonist – antagonists of human APJ apelin receptor; inhibition, % at 20 µM; P35414; CHO-K1 APJ beta-arrestin complementation, luminescence; AID 2521; 330,000 compounds, 0.32% hits;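 active means inhibition above about 40% at 20 µM, limit read from the data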;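 further: cells challenged with 10 nM apelin-13 agonist together with compound; plate controls were apelin-13 plus DMSO wells for no effect and DMSO wells lacking apelin-13 for full effect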
CXCR6 inh – inhibitors of human CXCR6 receptor | inhibition, % at 20 µM | AID 602244 | CHO-K1 PathHunter CXCR6 beta-arrestin, luminescence | O00574 | 360,000 compounds, 0.36% hits; in the data active means inhibition above about 34%, passing the limit was not always enough;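 further: antagonist mode with CXCL16 agonist at 10 nM final; 0% = 10 nM CXCL16 with DMSO and 100% = unstimulated wells without agonist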
Target sequence (O00574 whole entry, looked up): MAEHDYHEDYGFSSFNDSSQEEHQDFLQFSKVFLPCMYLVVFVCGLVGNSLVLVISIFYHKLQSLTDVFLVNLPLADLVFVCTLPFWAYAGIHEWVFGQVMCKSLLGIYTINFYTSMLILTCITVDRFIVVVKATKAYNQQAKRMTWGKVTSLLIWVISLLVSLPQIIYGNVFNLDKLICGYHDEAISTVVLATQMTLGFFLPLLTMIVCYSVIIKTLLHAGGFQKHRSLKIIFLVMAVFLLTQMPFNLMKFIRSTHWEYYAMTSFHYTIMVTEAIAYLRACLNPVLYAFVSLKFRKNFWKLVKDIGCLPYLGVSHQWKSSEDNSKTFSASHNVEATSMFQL
Gli-Sufu antag – Gli-Sufu pathway antagonism. 340,000 compounds, 0.74% hits. Sufu-KO-LIGHT fibroblasts, Gli luciferase reporter luminescence. inhibition, % at 5 µM;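 active means inhibition above about 55%, limit read from the data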;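 further: 0% = DMSO-treated cells and 100% = wells with medium but no cells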
The depositor's hits bear a star; / = no result given.

Second line of a record – EBI2 block	CXCR6 inh	Gli-Sufu antag	APJ agonist	ATG4B inh	CCR6 antag	APJ antagonist	UBC13 inh
- CC(C)N1CCN(Cc2ccc(OCc3ccccc3)cc2)CC1CCO (configuration not stated)
 : 23	8	-15	-5	-6	-1	13	-6
- Cc1ccc(S(=O)(=O)CNC(=S)c2ccc3ccccc3c2)cc1
 : 5	11	-8	-3	-2	11	2	18
- CCOC(=O)N1N=C(c2ccccc2)CC1(O)C(F)(F)F (configuration not stated)
 : 5	1	-23	4	5	10	-30	-17
- COc1ccc(-c2ccc(SCC(=O)N3CCCC3)nn2)cc1OC
 : 4	-2	-1	-6	-3	-15	-4	7
- O=C(CCC(=O)c1ccc(Br)cc1)Nc1ccc(F)cc1
 : 4	1	-2	-6	-2	10	16	10
- COc1ccc(NC(C)=O)cc1S(=O)(=O)Nc1ccc(OCc2ccccc2)cc1
 : 4	0	22	-5	-19	-3	7	-4
- O=C(C1CCCN(S(=O)(=O)c2ccc(Cl)cc2)C1)N(Cc1cccs1)C1CC1 (configuration not stated)
 : 22	2	1	-2	-1	13	4	-3
- COc1ccc(CCNC(=O)c2c(O)c3cccc4c3n(c2=O)CC4)cc1OC
 : 5	10	-16	-2	9	7	4	34
- COCc1nnc(NS(=O)(=O)c2ccc(Cl)cc2)s1
 : -5	-4	-4	0	-6	8	3	0
- COc1cccc(N2CCN(Cc3nc(N)nc(Nc4ccccc4)n3)CC2)c1
 : -3	-12	6	-4	-16	2	8	3
- CN(C)CCCNc1ccc(-c2n[nH]c(=O)c3ccccc23)cc1[N+](=O)[O-]
 : 6	9	13	-1	4	32	13	-58
- O=S(=O)(c1ccc2c(c1)OCCO2)N1CCN(S(=O)(=O)c2ccco2)CC1
 : 3	-2	-6	-3	-3	-6	-13	1
- COc1ccc(Cl)cc1C(=O)NCc1ccco1
 : -13	3	1	-4	-8	8	-18	-1
- CC1CCCC(NC(=O)CCNS(=O)(=O)c2ccc(Br)cc2)C1C (configuration not stated)
 : 6	-6	5	-3	-4	13	2	-5
- CCOC(=O)C1C2C=CC3(CN(c4cccc(Cl)c4)C(=O)C13)O2 (configuration not stated)
 : 0	-2	8	-2	-1	2	-51	7
- Cc1ccc(Cn2c(SCC(=O)N3CC(=O)Nc4ccccc43)nc3ccccc3c2=O)cc1
 : 13	8	5	1	-8	-4	-6	-7
- Cc1nn2c(COc3ccc(NC(=O)C(C)C)cc3)nnc2c2ccccc12
 : -1	2	4	-4	1	-5	-9	11
- Cc1cc([N+](=O)[O-])nn1CC(=O)Nc1c(C)n(C)n(-c2ccccc2)c1=O
 : -5	9	11	-2	11	1	-26	-3
- COC(=O)c1cccnc1NC(=S)NC1CCCCC1
 : 2	8	6	-2	-2	-1	-4	-6
- Cc1cc(C)c(C#N)c(SCc2ccc(F)cc2)n1
 : 13	3	2	-5	-16	21	10	9
- c1ccc2[nH]c(NCCN3CCOCC3)nc2c1
 : -15	-7	23	-2	5	7	5	0
- COc1ccc(-n2nc(C(=O)NCC(=O)N3CCCCC3)c3ccccc3c2=O)c(OC)c1
 : 4	2	-12	-1	-3	0	-18	-9
- O=C(CN1C(=O)COc2ccc(Cl)cc21)NCC1CCCO1 (configuration not stated)
 : -5	7	-24	4	3	-1	16	0
- Cc1ccc(C(=O)Nc2ccccc2N2CCN(C(=O)C(C)C)CC2)cc1
 : 2	-6	5	-2	-15	0	13	9
- COc1cccc(/C=N/NC(=S)NC2CC3CC2C2C=CCC32)c1O (configuration not stated)
 : 28	-2	-4	0	3	4	-1	10
- Cc1noc(C)c1COC(=O)Cn1c(C)nc2ccccc21
 : -22	-5	0	-8	10	-10	-12	2
- COc1ccc(C(C(=O)NC2CCCCC2)N(C(=O)CCl)c2ccc(OC)cc2)cc1 (configuration not stated)
 : 11	11	84*	3	-1	16	0	4
- COc1ccc(C)cc1S(=O)(=O)N(C)CC(=O)NCc1ccncc1
 : -14	0	47	-4	3	11	-4	-4
- O=C(NCc1ccccc1)C(=O)NCC1OCCN1S(=O)(=O)c1cccs1 (configuration not stated)
 : 1	-2	0	0	-8	8	9	-6
- CC(=O)NCCc1ccc(C(=O)Cn2cnc3ccccc3c2=O)cc1
 : -3	5	-21	-1	-2	8	-23	0
- COc1ccccc1N1CCN(C(=O)c2cc3ccccc3[nH]2)CC1
 : 73*	-11	-3	3	-1	5	5	3
- CC1CCc2c(C(=O)OCC(=O)Nc3cccc(S(=O)(=O)N4CCCCCC4)c3)csc2C1 (configuration not stated)
 : 16	1	9	1	-6	-3	-3	-3
- CCN1C(=O)N(CC)C(O)(c2ccccc2)C1(O)c1ccccc1 (configuration not stated)
 : -1	2	-6	-7	-3	-10	5	-14
- Cc1ccc(C(=O)Nc2cccc(C(=O)N/N=C/c3ccc(F)cc3)c2)cc1
 : -1	-4	-30	8	-7	3	-5	1
- Cc1c(N=Cc2ccccn2)c(=O)n(-c2ccccc2)n1C
 : -2	-7	5	-3	-14	-8	10	-3
- CC(CSc1nnnn1-c1ccccc1)Cn1c(N2CCCC2)nc2c1c(=O)[nH]c(=O)n2C (configuration not stated)
 : -3	-1	-3	-2	-1	9	13	-2
- O=C(NCc1ccc(F)cc1)C(=O)Nc1nc(C23CC4CC(CC(C4)C2)C3)cs1
 : 9	4	1	4	21	30	19	-14
- CCN(CC)S(=O)(=O)c1ccc(NC(=S)Nc2ccc(F)cc2)cc1
 : -8	1	4	-2	-6	14	13	-3
- Cc1[nH]nc2c1C(c1ccccn1)N(c1ccc(Br)cc1)C2=O (configuration not stated)
 : -7	6	-23	-3	-5	-11	14	11
- N#CCCN1CCNCC1
 : -7	-1	9	0	4	6	5	4
- CC(C)NC(=O)N1CCOCCOCCN(C(=O)NC(C)C)CCOCCOCC1
 : -13	-1	-2	/	7	1	/	/
- S=C(NCc1ccc(Cl)cc1)Nc1ccccc1
 : -11	-14	26	-2	14	-7	7	10
- NC(=O)c1ccsc1NC(=O)COC(=O)COc1ccccc1F
 : -10	3	-7	-5	0	-4	-6	15
- c1ccc(NCC2OCc3ccccc3CO2)cc1
 : 0	-8	-4	3	-7	1	7	-11
- COc1ccc(S(=O)(=O)N2CCC(NC(=O)c3ccccc3)CC2)cc1
 : -7	7	-4	-3	6	9	11	2
- C[C@@]12C(=O)Nc3cc(F)ccc3C(=O)N1[C@H]1c3cc(Br)ccc3OC[C@@H]1[C@@H]2c1ccccc1
 : 3	7	1	-4	-2	-2	3	-3
- Cc1ccc(/C=C/C(=O)NCCCc2ccccc2)cc1
 : 49*	12	2	-1	8	22	15	-4
- O=C(O)C[C@H]1c2ccccc2S(=O)(=O)N1C1CCCC1
 : -6	-2	23	0	-14	5	7	1
- CCCc1ncc(C(=O)c2ccc(OC)cc2)n1C
 : -7	-6	-12	-2	8	-14	-15	7
- COCCCN1C(=O)C(=O)/C(=C(/O)c2ccc(C)cc2)C1/C=C/c1ccccc1 (configuration not stated)
 : -7	4	6	1	3	-1	-6	0
- COCCCn1nnnc1SCC(=O)Nc1ccc2c(c1)OCCO2
 : 5	-1	-6	-4	-11	5	13	7
- Cc1ccc2nc(C3CCN(CC(=O)Nc4ccc5c(c4)OCCO5)CC3)[nH]c2c1
 : -3	-2	4	-3	0	-10	-5	1
- O=C(CN1C(=O)NC2(CCCc3ccccc32)C1=O)N1CCN(c2cccc(C(F)(F)F)c2)CC1 (configuration not stated)
 : -1	6	15	0	-49	4	2	4
- CN(C)/N=C/c1cn(-c2ccccc2)nc1-c1cccnc1
 : 6	-3	7	-1	0	-1	8	-8
- CC(=O)N(CCCN(C)C)Cc1ccccn1
 : -8	-8	7	-5	7	-16	16	4
- CSc1ccc(Cl)c(C(=O)OCC(=O)NCc2ccco2)c1
 : 7	-3	-17	-3	-12	3	5	4
- CCOc1ccc(CN=C(N)N=C(N)N)cc1Cl
 : -6	-5	3	-2	1	1	8	10
- Nc1c(C(=O)Nc2nccs2)sc2nc(-c3cccs3)cc(C(F)(F)F)c12
 : -6	15	2	-1	2	17	-4	-17
- Cc1c(Cl)c(C(=O)NNC(=S)NCc2ccco2)nn1C
 : -7	4	7	1	-3	14	-11	-6
- O=C(COC(=O)C1CCN(c2ccc(C(F)(F)F)cn2)CC1)NCc1ccccc1
 : -4	3	8	-4	-8	6	2	0

Going on with the list.
Second line of a record – EBI2 block	CXCR6 inh	Gli-Sufu antag	APJ agonist	ATG4B inh	CCR6 antag	APJ antagonist	UBC13 inh
- Cc1ccc(NC(=O)CSc2nnc(-c3ccco3)o2)cc1
 : -10	5	36	0	7	0	0	-2
- CCOc1ccc(NC(=O)CCC(=O)NNC(=O)Nc2cccc(Cl)c2)cc1
 : 2	-11	-10	-4	0	-4	-7	13
- O=C(O)c1c[nH]c2c(C(F)(F)F)cccc2c1=O
 : 0	1	2	-3	1	-4	19	9
- CSc1cccc(NS(=O)(=O)c2cn(C)cn2)c1
 : -7	1	-24	-4	1	8	-7	-2
- COc1ccc(CNC(=O)C2CCC(=O)N(CC3CCCCC3)C2)cc1 (configuration not stated)
 : 5	3	6	-4	2	5	14	7
- CC(=O)O[C@]1(C(C)=O)CC[C@H]2[C@@H]3C=C(C)C4=CC(=O)CC[C@]4(C)[C@H]3CC[C@@]21C
 : 3	2	24	3	-1	6	10	-8
- COCCCNc1nc2c(c(=O)n(Cc3cccc(Br)c3)c(=O)n2C)n1C
 : 1	-4	-8	0	-6	9	2	-1
- Cc1cc2c(C)nc(Cc3ccccc3)nc2o1
 : 8	-7	-10	-7	5	11	-18	-4
- O=C(NCc1ccc(Cl)cc1)c1cccc(S(=O)(=O)N2CCCC2)c1
 : -6	-3	-5	-4	-17	16	1	13
- O=C(CCN1C(=O)c2ccccc2C1=O)N1CCCCCC1
 : -6	-10	1	1	-11	-12	-45	-6
- O=C(O)COc1ccccc1/C=N/NC(=O)c1cc(-c2ccc(Cl)cc2)nc2ccccc12
 : -7	-2	-9	0	2	15	5	-5
- O=S(=O)(c1ccc(Cl)cc1)n1ccc2cccnc21
 : 1	-12	9	-1	-19	6	6	9
- COC(=O)C1CCN(C(=O)COC(=O)c2cc(S(=O)(=O)N3CCOCC3)ccc2C)CC1
 : -4	0	-4	0	3	-9	-8	4
- Cc1nc(CS(=O)(=O)c2ccc(Cl)cc2)cc(Sc2ccccc2Cl)n1
 : 71*	6	-2	0	-1	0	-18	4
- CC1CC(OC(=O)C2CCN(S(=O)(=O)c3ccc(F)cc3)CC2)C(=O)O1 (configuration not stated)
 : 1	-11	-6	-5	-10	7	20	-1
- CN(Cc1ccccc1)C(=O)C1CCCN(c2ncnc3c2nc2n3CCCCC2)C1 (configuration not stated)
 : 2	-2	20	-3	9	17	4	-7
- COc1ccc(C(=O)OCn2nnc3ccccc3c2=O)cc1
 : 3	-9	-3	-2	-3	3	16	-1
- COc1cccc(C(C(=O)NC2CCCC2)N(CC2CCCO2)C(=O)Cc2cccs2)c1 (configuration not stated)
 : 11	6	8	-3	-2	16	-3	2
- COCCN(CCOC)c1cc(C)c(C#N)c2nc3ccccc3n12
 : 0	7	8	-1	7	-14	-17	0
- CC(C)c1nnc(NC(=O)C2c3ccccc3Oc3ccccc32)s1
 : -3	2	9	-5	-12	2	7	-8
- Cc1ccc(CNC(=O)CCc2nnc3ccc(NCCCN4CCCC4=O)nn23)cc1
 : 4	5	0	0	4	9	0	-4
- COc1ccc(N=CC2=C(O)CC(C)(C)CC2=O)cc1
 : 13	0	-4	0	9	-6	7	-11
- COCc1cc(C)nc2sc(C(=O)N3CCCCC3)c(N)c12
 : 2	9	1	-9	1	31	26	-1

Full records from above. Screens in order: EBI2 block | CXCR6 inh | Gli-Sufu antag | APJ agonist | ATG4B inh | CCR6 antag | APJ antagonist | UBC13 inh
`Cc1nc(CS(=O)(=O)c2ccc(Cl)cc2)cc(Sc2ccccc2Cl)n1` is listed as 71* | 6 | -2 | 0 | -1 | 0 | -18 | 4
`CC(C)c1nnc(NC(=O)C2c3ccccc3Oc3ccccc32)s1` is listed as -3 | 2 | 9 | -5 | -12 | 2 | 7 | -8

Bioassay records deposited in PubChem by Sanford-Burnham Center for Chemical Genomics.

An unsorted share of the library; 3% or so of the library scored in one or more.
